Screening data: PubChem, several laboratories
GLD-1 RNA inh – GLD-1-TGE RNA interaction inhibition (C. elegans); purified GLD-1 + fluorescein TGE RNA, fluorescence polarization; Q17339; inhibition, % at 5.96 µM; actives 0.44% (n = 320,000);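 active = percent inhibition above a per-plate cutoff, the plate mean of test compounds plus 3 SD, cut at about 30% in these data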;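 also: 0% = DMSO wells with GLD-1 and probe and 100% = wells lacking GLD-1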
MEX-5 binding – C. elegans MEX-5 TCR-2 RNA binding activity | actives 0.38% (n = 300,000) | MEX-5/FITC-TCR2 RNA binding, fluorescence polarization; hits give low values | Q9XUB2 | activity score (negative = inhibition of binding), % at 10 µM;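 active = inhibition past about -25% in most replicates, and total fluorescence under double the plate's negative control median, limit read from the data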;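 also: 0% = DMSO and -100% = 5 µM competing unlabeled TCR2 RNA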
MCL1 BIM primary – MCL1-BIM-BH3 interaction inhibition (human); Q07820; GST-MCL1 / FITC-Bim-BH3 fluorescence polarization; inhibition, % at 10.9 µM; actives 0.68% (n = 320,000);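 active = inhibition above the mean inhibition of all tested compounds plus 3 SD, set per campaign, cut at about 40% in these data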;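 also: 0% = DMSO wells and 100% = unlabeled Bim-BH3 peptide control; higher means more loss of mP so more displacement of Bim peptide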
Target sequence (Q07820 whole entry, looked up): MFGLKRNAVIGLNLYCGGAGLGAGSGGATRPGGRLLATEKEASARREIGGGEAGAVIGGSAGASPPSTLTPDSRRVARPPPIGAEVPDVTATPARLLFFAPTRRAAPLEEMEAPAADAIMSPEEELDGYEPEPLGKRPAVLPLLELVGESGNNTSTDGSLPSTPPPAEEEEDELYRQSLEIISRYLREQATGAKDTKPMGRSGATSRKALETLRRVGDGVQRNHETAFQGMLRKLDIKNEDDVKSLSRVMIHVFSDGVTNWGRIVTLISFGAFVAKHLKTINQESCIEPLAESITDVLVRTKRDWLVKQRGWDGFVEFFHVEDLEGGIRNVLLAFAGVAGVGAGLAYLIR
Fam108B inh – blocks mouse Fam108B hydrolase in RBBP9 counter-screen. recombinant Fam108B, FP-Rh probe fluorescence polarization. inhibition, % at 9.51 µM. actives 0.33% (n = 300,000). AID 1947;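 active = inhibition above the screen mean inhibition plus 3 SD, computed separately per campaign, cut at about 18% in these data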;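 also: inhibitors lower polarization as less probe binds the enzyme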
PAD4 inh – PAD4 (human) enzyme inhibition. inhibition, % at 6.36 µM. recombinant PAD4, RCA probe fluorescence polarization. Q9UM07. actives 0.41% (n = 330,000);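 active = percent inhibition above a cutoff equal to the mean of all tested compounds plus 3 SD, cut at about 15% in these data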;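 also: 0% = PAD4 with RCA probe and DMSO and 100% = probe without PAD4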
PME-1 primary – blocks human protein phosphatase methylesterase 1 | recombinant PME-1, FP-Rh probe fluorescence polarization | inhibition, % at 5.9 µM | actives 0.53% (n = 320,000) | AID 2130;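 active = inhibition above the campaign mean of all compounds plus 3 SD, cut at about 26% in these data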;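 also: competitive labeling of PME-1 active site by serine hydrolase directed probe; 0% = PME-1 with DMSO and 100% = wells lacking PME-1 enzyme; inhibitors block probe labeling so polarization falls and inhibition rises; many of its hits are not listed in these tables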
Target sequence (Q9Y570 whole entry, looked up): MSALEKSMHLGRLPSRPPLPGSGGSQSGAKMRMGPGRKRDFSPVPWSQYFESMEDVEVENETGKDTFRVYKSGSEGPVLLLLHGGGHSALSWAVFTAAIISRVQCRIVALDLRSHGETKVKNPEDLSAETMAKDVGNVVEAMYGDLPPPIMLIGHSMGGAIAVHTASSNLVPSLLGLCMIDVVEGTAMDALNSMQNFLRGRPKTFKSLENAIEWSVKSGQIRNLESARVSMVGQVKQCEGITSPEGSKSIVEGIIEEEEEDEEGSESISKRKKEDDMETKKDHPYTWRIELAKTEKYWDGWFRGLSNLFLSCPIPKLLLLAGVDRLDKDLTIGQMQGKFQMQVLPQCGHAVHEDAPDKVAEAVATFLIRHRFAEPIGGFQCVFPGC
TPT1 inh – blocks Candida albicans tRNA 2'-phosphotransferase. recombinant caTPT1, FP RNA substrate dephosphorylation. inhibition, % at 5 µM. actives 0.81% (n = 300,000). AID 1962;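 active = inhibition above the mean of all tested compounds plus 3 SD, set per screening campaign, cut at about 24% in these data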;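 also: plate controls were DMSO alone for no effect and ferristatin control at 100 nM for full effect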
BCLXL inh – Bcl-xL (human) inhibition; Q07817; GST-Bcl-xL / FITC-Bim BH3 peptide fluorescence polarization; inhibition, % at 10.9 µM; actives 0.7% (n = 320,000); AID 2129;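 active = inhibition above the mean of all tested compounds plus 3 SD, cutoff set per campaign, cut at about 30% in these data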;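 also: 0% = DMSO wells and 100% = unlabeled Bim-BH3 peptide competitor; inhibitors lower millipolarization by displacing the labeled peptide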
Target sequence (Q07817 whole entry, looked up): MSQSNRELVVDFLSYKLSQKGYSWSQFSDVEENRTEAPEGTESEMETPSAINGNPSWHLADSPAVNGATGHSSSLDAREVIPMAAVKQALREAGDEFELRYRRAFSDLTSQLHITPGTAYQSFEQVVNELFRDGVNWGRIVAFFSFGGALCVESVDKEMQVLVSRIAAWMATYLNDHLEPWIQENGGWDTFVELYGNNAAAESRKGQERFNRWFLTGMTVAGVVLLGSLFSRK
GSTO1 counter – counter-screen for RBBP9 inhibitors: inhibitors of human GSTO1 | actives 1.1% (n = 300,000) | inhibition, % at 5.96 µM | AID 1974 | recombinant GSTO1, activity-based probe fluorescence polarization;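 active = inhibition above the campaign mean inhibition plus 3 SD, cut at about 35% in these data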;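 also: 0% = GSTO1-1 with DMSO and 100% = wells lacking GSTO1-1 enzyme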
* marks the source's active call; other numbers are inactive results. Only part of the results is shown. The share of hits here may be higher or lower than overall.

Screening C#CCNC(=O)C1=C[C@@H](c2csc3ccccc23)[C@H](CCCO)[C@@H](OCC)O1 returned GLD-1 RNA inh -0.6, MEX-5 binding 1.0, MCL1 BIM primary 0.6, Fam108B inh -3.7, PAD4 inh -0.8, PME-1 primary -0.4, TPT1 inh -0.2, BCLXL inh -4.5 and GSTO1 counter 0.6.
Screening Cc1cc(NC(NC(=O)c2ccco2)(C(F)(F)F)C(F)(F)F)no1 returned GLD-1 RNA inh -6.2, MEX-5 binding 0.2, MCL1 BIM primary 3.0, Fam108B inh 6.7, PAD4 inh 4.9, PME-1 primary -6.0, TPT1 inh 3.5, BCLXL inh 4.4 and GSTO1 counter 1.6.
COc1cc(-c2nnc(SCc3ccccc3Cl)o2)cc(OC)c1OC was read as GLD-1 RNA inh 1.2, MEX-5 binding -0.4, MCL1 BIM primary 3.5, Fam108B inh -3.8, PAD4 inh -0.9, PME-1 primary 2.6, TPT1 inh 0.6, BCLXL inh 5.7 and GSTO1 counter 4.0.
Screening COc1ccc(OC)c2[nH]c(=O)c(CCNC(=O)CC(C)C)cc12 returned GLD-1 RNA inh -9.9, MEX-5 binding -0.3, MCL1 BIM primary 1.0, Fam108B inh 0.3, PAD4 inh 49.9*, PME-1 primary 3.5, TPT1 inh 0.9, BCLXL inh 2.1 and GSTO1 counter 1.8.
For COC(=O)C1=C(C)N(CC2CC2)C(=NCc2cccc(Cl)c2)N[C@H]1c1ccccc1 the results were GLD-1 RNA inh -6.3, MEX-5 binding 3.1, MCL1 BIM primary -14.6, Fam108B inh -1.2, PAD4 inh 0.9, PME-1 primary 2.6, TPT1 inh 9.5, BCLXL inh -5.5 and GSTO1 counter 7.0.
Screening CC1CCCC(C)N1CCCNC(=O)c1csc2c1CCCCC2 (configuration not stated) returned GLD-1 RNA inh -1.7, MEX-5 binding 2.5, MCL1 BIM primary 1.8, Fam108B inh 3.4, PAD4 inh 2.9, PME-1 primary -13.3, TPT1 inh 2.3, BCLXL inh 5.8 and GSTO1 counter -2.1.
`Cc1onc(-c2ccccc2Cl)c1NC(=O)NCc1cccs1` gave GLD-1 RNA inh 3.4, MEX-5 binding -4.1, MCL1 BIM primary 7.8, Fam108B inh -2.5, PAD4 inh -3.1, PME-1 primary 7.7, TPT1 inh -2.7, BCLXL inh 4.7 and GSTO1 counter 0.7.
Screening Cc1ccc(NC(=O)Nc2ncnc3nc[nH]c23)cc1 returned GLD-1 RNA inh 5.1, MEX-5 binding -1.7, MCL1 BIM primary 7.2, Fam108B inh 1.5, PAD4 inh 2.0, PME-1 primary -2.5, TPT1 inh 2.5, BCLXL inh 7.9 and GSTO1 counter -6.7.
`CCC1(C)Cc2[nH]c(=O)c(C#N)cc2CO1` (configuration not stated) gave GLD-1 RNA inh 7.5, MEX-5 binding 2.3, MCL1 BIM primary -1.7, Fam108B inh -0.1, PAD4 inh 1.6, PME-1 primary 3.5, TPT1 inh -2.6, BCLXL inh 5.3 and GSTO1 counter 7.8.
For CC(NC(=O)c1cccnc1Sc1ccccc1)c1ccc(S(N)(=O)=O)cc1 (configuration not stated) the results were GLD-1 RNA inh 2.6, MEX-5 binding 2.7, MCL1 BIM primary -2.0, Fam108B inh -0.3, PAD4 inh -2.2, PME-1 primary 1.1, TPT1 inh 3.9, BCLXL inh -0.7 and GSTO1 counter 5.7.
Screening Cc1ccc(CN2CCNC(=O)C2CC(=O)N(Cc2c(C)nn(C)c2C)C2CC2)o1 (configuration not stated) returned GLD-1 RNA inh 4.0, MEX-5 binding 0.0, MCL1 BIM primary 9.7, Fam108B inh -4.9, PAD4 inh 1.6, PME-1 primary -7.8, TPT1 inh -1.9, BCLXL inh 10.1 and GSTO1 counter 12.0.
Screening NS(=O)(=O)c1ccc(CCNC(=O)COC(=O)/C=C/c2ccccc2Cl)cc1 returned GLD-1 RNA inh -8.1, MEX-5 binding -1.0, MCL1 BIM primary -6.4, Fam108B inh 3.3, PAD4 inh -3.5, PME-1 primary 10.0, TPT1 inh -2.4, BCLXL inh -5.8 and GSTO1 counter -35.0.
Screening CC(OC(=O)CC1CC2CCC1C2)C(=O)Nc1ccc(C(N)=O)cc1 (configuration not stated) returned GLD-1 RNA inh -2.5, MCL1 BIM primary -16.0, PAD4 inh 4.7, PME-1 primary -5.5 and BCLXL inh -10.8.
For CCOc1ccc(-c2noc(CCC(N)=O)n2)cc1OCC the results were GLD-1 RNA inh -2.2, MEX-5 binding 1.2, MCL1 BIM primary 13.0, Fam108B inh 0.3, PAD4 inh -2.1, PME-1 primary 1.2, TPT1 inh -3.8, BCLXL inh 6.7 and GSTO1 counter 2.9.
`CCCC(=O)Nc1cc(-c2nnc(OC)c3ccccc23)ccc1N1CCOCC1` gave GLD-1 RNA inh 7.8, MEX-5 binding -2.1, MCL1 BIM primary -3.3, Fam108B inh -3.4, PAD4 inh -2.0, PME-1 primary -1.7, TPT1 inh -2.1, BCLXL inh -1.8 and GSTO1 counter 1.1.
Screening Cc1noc(NS(=O)(=O)c2ccc(N/C=C\C(=O)c3ccc4c(c3)OCO4)cc2)c1C returned GLD-1 RNA inh 0.0, MEX-5 binding -0.4, MCL1 BIM primary 2.9, Fam108B inh 3.3, PAD4 inh -6.0, PME-1 primary -0.8, TPT1 inh -1.9, BCLXL inh 10.8 and GSTO1 counter 1.6.
For CCOC(=O)Cc1csc(NC(=O)Cc2cccs2)n1 the results were GLD-1 RNA inh 7.3, MEX-5 binding 0.0, MCL1 BIM primary 11.3, Fam108B inh 2.7, PAD4 inh -3.7, PME-1 primary -4.9, TPT1 inh 0.4, BCLXL inh 5.4 and GSTO1 counter 4.0.
`CCCSc1ncnc2sc(C)c(C)c12` gave GLD-1 RNA inh -2.0, MEX-5 binding -1.7, MCL1 BIM primary -9.3, Fam108B inh -2.8, PAD4 inh 3.8, PME-1 primary -0.1, TPT1 inh 17.9, BCLXL inh -2.9 and GSTO1 counter 5.0.
`CC1=NN(C(=O)COc2ccccc2)C(O)(c2cccnc2)C1` (configuration not stated) gave GLD-1 RNA inh -4.8, MEX-5 binding 1.4, MCL1 BIM primary 13.2, Fam108B inh 1.0, PAD4 inh 0.3, PME-1 primary -2.3, TPT1 inh 1.4, BCLXL inh 5.5 and GSTO1 counter 7.5.
O=C(c1cccc(C(F)(F)F)c1)C1CCCN(C(=O)Cn2cncn2)C1 (configuration not stated) was read as GLD-1 RNA inh 4.4, MEX-5 binding -3.3, MCL1 BIM primary 1.9, Fam108B inh -4.0, PAD4 inh -2.7, PME-1 primary 2.9, TPT1 inh 3.2, BCLXL inh 5.5 and GSTO1 counter -9.4.
`COc1ccc(N2C(=S)NC3N2C(=S)NC3(C)c2ccccc2)cc1` (configuration not stated) gave GLD-1 RNA inh -5.2, MEX-5 binding 0.8, MCL1 BIM primary 22.8, Fam108B inh 6.7, PAD4 inh 0.4, PME-1 primary -0.5, TPT1 inh -0.2, BCLXL inh 12.7 and GSTO1 counter 0.8.
`Cc1cc(N=Nc2ccccc2C(=O)O)c(C)c(C)c1O` gave GLD-1 RNA inh -16.0, MEX-5 binding 12.3, MCL1 BIM primary -1.9, Fam108B inh 2.6, PAD4 inh -15.6, PME-1 primary 21.0, TPT1 inh 41.4*, BCLXL inh 6.0 and GSTO1 counter -28.9.
`O=C(O)c1cn(Cc2ccccc2)nc1-c1cccnc1` gave GLD-1 RNA inh -1.1, MEX-5 binding -0.1, MCL1 BIM primary 8.9, Fam108B inh -0.3, PAD4 inh -1.8, PME-1 primary -4.4, TPT1 inh -4.9, BCLXL inh 13.0 and GSTO1 counter 3.1.
Screening Cc1c(/C=N/NC(=O)C2(O)c3ccccc3-c3ccccc32)cnn1C returned GLD-1 RNA inh -2.5, MEX-5 binding -0.4, MCL1 BIM primary 6.0, Fam108B inh 0.9, PAD4 inh -1.8, PME-1 primary -0.2, TPT1 inh 1.8, BCLXL inh 2.8 and GSTO1 counter 5.7.
COc1ccccc1NC(=O)/C(=C/c1cccs1)NC(=O)c1ccco1 was read as GLD-1 RNA inh 6.2, MEX-5 binding -1.8, MCL1 BIM primary -9.2, Fam108B inh -3.6, PAD4 inh -5.1, PME-1 primary 3.1, TPT1 inh 2.7, BCLXL inh 0.8 and GSTO1 counter 4.3.
Screening COc1ccc(N(CC(=O)N2CCC(C(N)=O)CC2)S(=O)(=O)c2ccccc2)cc1 returned GLD-1 RNA inh -3.8, MEX-5 binding 0.6, MCL1 BIM primary -5.8, Fam108B inh -4.2, PAD4 inh 4.2, PME-1 primary -3.3, TPT1 inh 0.3, BCLXL inh -2.7 and GSTO1 counter 1.2.
`CC(C)(Oc1ccc(CCNC(=O)c2ccc(Cl)cc2)cc1)C(=O)O` gave GLD-1 RNA inh 8.3, MEX-5 binding 2.1, MCL1 BIM primary -22.7, Fam108B inh -7.8, PAD4 inh -4.6, PME-1 primary -2.4, TPT1 inh -2.9, BCLXL inh -8.3 and GSTO1 counter -0.8.
For O=[N+]([O-])c1ccc(O)c(NC(=S)Nc2ccccc2)c1 the results were GLD-1 RNA inh 4.1, MEX-5 binding -0.2, MCL1 BIM primary 8.4, Fam108B inh -2.6, PAD4 inh -4.4, PME-1 primary 6.9, TPT1 inh 4.1, BCLXL inh 7.2 and GSTO1 counter -2.5.
Screening CC(=O)N[C@@H](C)C(=O)N1CCC(n2nccc2NC(=O)CCCc2ccccc2)CC1 returned GLD-1 RNA inh 1.7, MEX-5 binding -0.6, MCL1 BIM primary 4.5, Fam108B inh 8.7, PAD4 inh 1.7, PME-1 primary 3.7, TPT1 inh -2.1, BCLXL inh 2.9 and GSTO1 counter 12.2.
`O=C(COc1ccc2c(c1)oc(=O)c1ccccc12)N[C@@H](Cc1ccccc1)C(=O)O` gave GLD-1 RNA inh 5.0, MEX-5 binding 1.3, MCL1 BIM primary 5.1, Fam108B inh -2.4, PAD4 inh 1.3, PME-1 primary -0.1, TPT1 inh -4.6, BCLXL inh 8.7 and GSTO1 counter -2.8.
For Cc1nc2ccc(NC(=O)N3CCOCC3)cc2s1 the results were GLD-1 RNA inh 5.6, MEX-5 binding 3.9, MCL1 BIM primary -4.3, Fam108B inh -2.6, PAD4 inh -3.5, PME-1 primary 0.9, TPT1 inh 2.8, BCLXL inh -3.6 and GSTO1 counter 4.0.
Screening Cc1cc(C)nc(N2CCCC(C(=O)Nc3cccc(Cl)c3)C2)n1 (configuration not stated) returned GLD-1 RNA inh 1.5, MEX-5 binding 2.7, MCL1 BIM primary 1.8, Fam108B inh -3.2, PAD4 inh -3.1, PME-1 primary 2.0, TPT1 inh -0.1, BCLXL inh 2.9 and GSTO1 counter 3.4.
Screening COc1ccc(-c2nc3ccccc3nc2-c2ccc(OC)cc2)cc1 returned GLD-1 RNA inh 2.9, MEX-5 binding 0.3, MCL1 BIM primary 5.2, Fam108B inh -0.3, PAD4 inh 1.1, PME-1 primary 0.9, TPT1 inh -1.8, BCLXL inh 3.8 and GSTO1 counter 5.5.
Screening CCOC(=O)CSCc1nc(-c2ccc(Cl)cc2)oc1C returned GLD-1 RNA inh -0.1, MEX-5 binding -2.9, MCL1 BIM primary -1.2, Fam108B inh 1.9, PAD4 inh -3.1, PME-1 primary 2.7, TPT1 inh 0.8, BCLXL inh 2.3 and GSTO1 counter -3.3.
COc1ccc(OCCCC(=O)OCC(=O)c2ccc3c(c2)NC(=O)CO3)cc1 was read as GLD-1 RNA inh 0.5, MEX-5 binding 1.2, MCL1 BIM primary -12.0, Fam108B inh -1.3, PAD4 inh -0.4, PME-1 primary -2.6, TPT1 inh 4.0, BCLXL inh -3.0 and GSTO1 counter -1.6.
O=c1[nH]nc2n1CCCCC2 was read as GLD-1 RNA inh 11.7, MEX-5 binding 0.6, MCL1 BIM primary 6.0, Fam108B inh 2.1, PAD4 inh 0.3, PME-1 primary -1.7, TPT1 inh -3.6, BCLXL inh 5.3 and GSTO1 counter 5.0.
